# Bioassay records deposited in PubChem BioAssay by several laboratories.
# PhoP inhibition – PhoP-dependent GFP reporter repression – Salmonella Typhimurium, primary screen (AID 1863); S. Typhimurium PhoP-regulated promoter GFP reporter, 4 h; higher % means a stronger effect; inhibition, % at 50 µM, or IC50 in µM where a hit was titrated; 300,000 compounds, 0.16% hits;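 active means inhibition over 29.93%, a cutoff 3 SD above the screen mean, later confirmed by dose response; inconclusive means inhibition over 29.93% but no dose response follow-up; inactive means inhibition at most 29.93% or unconfirmed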;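 further: 0% = low Mg2+ inducing control and 100% = high Mg2+ repressing control; strong numbers were not always called active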
# PMI inhibitors – inhibitors of human PMI, primary screen, biochemical, fluorescence intensity, coupled assay (AID 1209). purified PMI enzyme, coupled fluorescence intensity; higher % means a stronger effect. 190,000 compounds, 0.42% hits. inhibition, % at 20 µM; hits with a dose series show IC50 in µM;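 further: plate controls were DMSO vehicle for no effect and wells lacking substrate for full effect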
# Siah-1 displacement – blockers of Siah-1 interaction with plectin peptide – biochemical, fluorescence polarization, rhodamine-plectin, uHTS, primary screen (AID 1817) | 290,000 compounds, 0.02% hits | displacement, % at 20 µM; hits with a dose series show IC50 in µM | Siah-1 / rhodamine-plectin peptide fluorescence polarization; higher % means a stronger effect;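 active means displacement of at least 50% at 20 µM, with a fluorescence ratio check between 0.3 and a set limit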;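 further: plate controls were Siah plus tracer with DMSO for no effect and tracer alone without Siah for full effect; strong numbers were not always called active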
# RSV antiviral HEp-2 – inhibition of RSV-induced cytopathic effect – HEp-2 cells, primary 10 µM value included (AID 2391). HEp-2 cells, RSV-induced CPE inhibition; higher % means a stronger effect. one-dose CPE inhibition, % at 10 µM; IC50 in µM for titrated hits. 310,000 compounds, 0.13% hits; in the data active means a potency from the dose series; inconclusive means CPE inhibition mostly from about 23% at the one dose, without a potency; inactive means the rest, 99 in 100 with CPE inhibition below about 21%; further: strong numbers were not always called active
# Myeloid diff 2 – promotes myeloid progenitor differentiation; calls only at 10 µM; AID 624256; ER-HoxA9 myeloid progenitors, lysozyme-GFP differentiation, flow cytometry; 360,000 compounds, 1% hits;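 active means normalized GFP-positive differentiation at or above the plate's own cutoff, the solvent-only control mean plus 3 SD; inconclusive means no clear call, values can overlap the other calls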;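 further: cells exposed to compound for four days before flow analysis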
# XIAP displacement – small molecules displacing peptide from XIAP – biochemical, IAP family, fluorescence polarization (AID 1018). XIAP BIR domain, fluorescence polarization peptide displacement; higher % means a stronger effect. displacement, % at 20 µM, or IC50 in µM where a hit was titrated. 200,000 compounds, 0.007% hits; in the data active means displacement above about 50%; further: a part of the inactive calls stands beside numbers as strong as those of hits
# WT yeast gro inh – growth inhibition of WT yeast, mitochondrial fusion screen; inhibition, % at 10 µM; 190,000 compounds, 2.1% hits; AID 1362; mitochondrial fusion phenotypic screen, WT strain; in the data active means inhibition above about 58%; tested in S. cerevisiae
# PMI inhibition – human PMI inhibitors, high substrate, primary screen, biochemical, fluorescence intensity, high mannose 6-phosphate (AID 1220) | 190,000 compounds, 0.66% hits | recombinant PMI enzyme, coupled fluorescence intensity; higher % means a stronger effect | inhibition, % at 20 µM, or IC50 in µM where a hit was titrated
# TNAP activators – human TNAP enzyme activators, primary screen, biochemical, luminescent, no phosphate acceptor, uHTS (AID 1001). 200,000 compounds, 0.03% hits. activation fold at 20 µM; hits with a dose series show EC50 in µM. purified TNAP, luminescent activation assay, no phosphate acceptor; higher activation fold means a stronger effect; in the data active means activation fold from about 3, or a potency from the dose series; inactive means the rest, 99 in 100 with activation fold below about 1.6; further: many of its hits are not listed in these tables
# WT yeast gro inh mutant strain – second read-out of WT yeast gro inh, no call of its own (marks repeat the call); inhibition, %; mitochondrial fusion phenotypic screen, mutant strain inhibition
# Myeloid diff 2 GFP+ MAC1+ % – recorded beside Myeloid diff 2, whose call it bears; GFP+ MAC1+ double positive, %; measured here: differentiation confirmed by MAC1 staining
# Starred values were filed as active, the others as inactive; i = inactive; ? = inconclusive; · = no result given; + = active, no number. Unless noted, no stated cut-off is given here; in the data, active means inhibition above about 50%; inactive means the rest.
# Sample of the layout, three compounds:
cpd | SMILES | PhoP inhibition | PMI inhibitors | Siah-1 displacement | RSV antiviral HEp-2 | Myeloid diff 2 | Myeloid diff 2 GFP+ MAC1+ % | XIAP displacement | WT yeast gro inh | WT yeast gro inh mutant strain | PMI inhibition | TNAP activators
1 | CC1(C)Cc2c(sc3nn[nH]c(=O)c23)CO1 | 1.4% | -2.5% | 2.8% | 1.4% | i | 0.6 | -1.4% | -4.1 | 0.6 | -0.5% | 1.1
2 | Cc1cc([N+](=O)[O-])ccc1-c1ccc(C2Nc3ccccc3C(=O)N2O)o1 (stereo unspecified) | -3.8% | -0.1% | 21.9% | 1.8% | i | 7.7 | -3.1% | 40.3 | 7.7 | 9.5% | 0.8
3 | CC(C)(C)NC(=O)NC(=O)CSc1cccc(C(F)(F)F)c1 | -3.9% | 3.7% | 0.5% | 0.7% | i | 0.1 | 1.0% | -9.7 | -14.1 | 3.5% | 1.1

# The whole of this part, from the first entry:
cpd | SMILES | PhoP inhibition | PMI inhibitors | Siah-1 displacement | RSV antiviral HEp-2 | Myeloid diff 2 | Myeloid diff 2 GFP+ MAC1+ % | XIAP displacement | WT yeast gro inh | WT yeast gro inh mutant strain | PMI inhibition | TNAP activators
1 | CC1(C)Cc2c(sc3nn[nH]c(=O)c23)CO1 | 1.4% | -2.5% | 2.8% | 1.4% | i | 0.6 | -1.4% | -4.1 | 0.6 | -0.5% | 1.1
2 | Cc1cc([N+](=O)[O-])ccc1-c1ccc(C2Nc3ccccc3C(=O)N2O)o1 (stereo unspecified) | -3.8% | -0.1% | 21.9% | 1.8% | i | 7.7 | -3.1% | 40.3 | 7.7 | 9.5% | 0.8
3 | CC(C)(C)NC(=O)NC(=O)CSc1cccc(C(F)(F)F)c1 | -3.9% | 3.7% | 0.5% | 0.7% | i | 0.1 | 1.0% | -9.7 | -14.1 | 3.5% | 1.1
4 | NC(=O)[C@@H]1CCCNc2c(I)cc([N+](=O)[O-])cc2C(=O)N[C@@H](CO)C(=O)NCC(=O)N1 | 4.6% | -6.8% | 6.9% | 1.3% | · | · | -5.2% | 2.9 | 7.0 | -10.9% | 1
5 | CC1Cc2ccccc2N1C(=O)CSc1nc2ccccc2o1 (stereo unspecified) | -4.2% | 0.4% | 2.4% | 39.9% | i | 0.6 | -6.0% | 23.9 | 40.4 | 4.0% | 1.1
6 | O=C(NCc1ccc(Cl)cc1)C(=O)N/N=C/c1ccc(Br)cc1 | 1.0% | -4.6% | 2.0% | -0.8% | i | 0.2 | 1.3% | -13.6 | -20.9 | 1.2% | 1.1
7 | CCCNS(=O)(=O)c1ccc(OCC(=O)Nc2ccc3c(c2)OCCO3)cc1 | 10.2% | -5.7% | 3.1% | -0.8% | i | 8.7 | -2.2% | · | · | -6.6% | 1.1
8 | C=CCCN(C(CC(C)C)C(=O)OC)S(=O)(=O)c1ccccc1Br (stereo unspecified) | 2.7% | · | 12.2% | 4.8% | i | 1.7 | · | · | · | · | ·
9 | CCN(CCCNC(=O)CCn1c(=O)[nH]c2ccccc2c1=O)c1ccccc1 | -7.7% | 6.0% | -1.8% | 0.7% | i | 1.2 | -3.4% | -13.2 | 17.4 | 4.0% | 0.7
10 | O=C(Nc1cccc(NC(=O)c2ccc(Cl)cc2Cl)c1)c1cccnc1 | 10.3% | · | 5.6% | 9.5% | i | 1.2 | · | · | · | · | ·
11 | Cc1ccccc1OCC(O)CN (stereo unspecified) | -17.0% | 5.4% | 1.8% | -0.6% | i | 0.6 | -6.6% | -19.2 | -10.9 | 4.2% | 1.1
12 | CC(C)C(=O)NC(=S)/C=C1/N(C)c2ccccc2C1(C)C | 2.6% | 47.5% | -4.6% | 1.8% | + | 3.0* | -21.0% | 0.2 | 9.1 | 3.8% | 0.7
13 | C1CCC(OCCN2CCN(CCOC3CCCCC3)CC2)CC1 | 1.9% | 4.6% | 0.7% | -0.3% | i | 5.6 | -7.9% | 2.7 | -7.9 | 5.2% | 1.1
14 | N#CCc1nc(C(c2ccccc2)c2ccccc2)no1 | 5.1% | · | 2.3% | 2.7% | i | 3.2 | · | · | · | · | ·
15 | COc1cc2c(c(OC)c1OC)-c1c(cc3c(c1O)OCO3)C[C@@H](C)[C@@H](C)C2 | 2.4% | · | -0.9% | -1.2% | ? | · | · | · | · | · | ·
16 | CCCCCn1c(=O)[nH]c2cc(C(=O)NCCc3ccc(OC)c(OC)c3)ccc2c1=O | -8.5% | 6.6% | 1.5% | 1.1% | i | 1.2 | -10.4% | -23.1 | -22.4 | 2.2% | 1.1
17 | CCCSC1=C(C#N)C(c2ccccc2C)C(C(=O)OC)C(=O)N1 (stereo unspecified) | -5.8% | 0.0% | 7.0% | 1.0% | i | 2.6 | 3.3% | -15.8 | -0.5 | 1.6% | 1.1
18 | CCN(CC)C(=O)CSc1nc2ccccc2c(=O)n1CCC(=O)N1CCN(c2ccccc2)CC1 | -5.0% | -0.5% | 4.9% | 1.7% | i | 1.2 | 0.2% | -92.5 | -8.2 | -5.4% | 1.1
19 | NC(=O)CC(NC(=O)Cc1cccc2ccccc12)c1ccc(NC2CCN(Cc3ccccc3)CC2)c([N+](=O)[O-])c1 (stereo unspecified) | 4.3% | · | -0.6% | -1.9% | i | 2.2 | · | · | · | · | ·
20 | COc1ccc(CNc2nc(NC(C)=O)nn2-c2ccccc2)cc1 | 2.4% | · | -1.2% | 0.6% | i | 0.5 | · | · | · | · | ·

# One compound at a time, as listed above. Order of screens: PhoP inhibition	PMI inhibitors	Siah-1 displacement	RSV antiviral HEp-2	Myeloid diff 2	Myeloid diff 2 GFP+ MAC1+ %	XIAP displacement	WT yeast gro inh	WT yeast gro inh mutant strain	PMI inhibition	TNAP activators
# O=C(NCc1ccc(Cl)cc1)C(=O)N/N=C/c1ccc(Br)cc1 is entered as 1.0%	-4.6%	2.0%	-0.8%	i	0.2	1.3%	-13.6	-20.9	1.2%	1.1
# NC(=O)CC(NC(=O)Cc1cccc2ccccc12)c1ccc(NC2CCN(Cc3ccccc3)CC2)c([N+](=O)[O-])c1 (stereo unspecified) is entered as 4.3%	·	-0.6%	-1.9%	i	2.2	·	·	·	·	·
# COc1cc2c(c(OC)c1OC)-c1c(cc3c(c1O)OCO3)C[C@@H](C)[C@@H](C)C2 is entered as 2.4%	·	-0.9%	-1.2%	?	·	·	·	·	·	·
# Cc1ccccc1OCC(O)CN (stereo unspecified) is entered as -17.0%	5.4%	1.8%	-0.6%	i	0.6	-6.6%	-19.2	-10.9	4.2%	1.1
# CCCNS(=O)(=O)c1ccc(OCC(=O)Nc2ccc3c(c2)OCCO3)cc1 is entered as 10.2%	-5.7%	3.1%	-0.8%	i	8.7	-2.2%	·	·	-6.6%	1.1

# Continued.
cpd | SMILES | PhoP inhibition | PMI inhibitors | Siah-1 displacement | RSV antiviral HEp-2 | Myeloid diff 2 | Myeloid diff 2 GFP+ MAC1+ % | XIAP displacement | WT yeast gro inh | WT yeast gro inh mutant strain | PMI inhibition | TNAP activators
21 | CCc1ccccc1NS(=O)(=O)c1ccc2[nH]cc(C(=O)NC3CCCC3)c(=O)c2c1 | -8.2% | 3.7% | -3.4% | 22.0% | i | 0.2 | -3.8% | 0.0 | -17.1 | 4.7% | 1
22 | Cc1sc2ncnc(SCc3ccco3)c2c1C | 6.3% | -5.2% | 0.5% | · | i | 0.7 | -4.4% | 1.4 | -1.8 | 5.8% | 1.1
23 | Cc1[nH]c2ccccc2c1C(=O)CN1C(=O)NC(C)(c2ccc(Cl)cc2Cl)C1=O (stereo unspecified) | 29.0% | 12.1% | -0.6% | 61.1% | i | 0.8 | -3.3% | 3.7 | 0.5 | 7.3% | 1
24 | O=C(N/N=C/c1ccc(O)cc1)c1ccc(COc2cc(Cl)ccc2Cl)o1 | -8.1% | 9.8% | 2.9% | 5.8% | i | 1.4 | -3.8% | -8.2 | -26.7 | 6.6% | 1
25 | O=C(O)CC(C(=O)O)N1C(=O)/C(=C/C=C/c2ccco2)SC1=S (stereo unspecified) | -19.4% | · | 24.3% | 1.2% | i | 0.4 | · | · | · | · | ·
26 | Cc1ccc(C)c(CN2C(=O)NC3(CCCCCC3)C2=O)c1 | 8.7% | · | 3.9% | 5.8% | i | 0.0 | · | · | · | · | ·
27 | O=[N+]([O-])c1cc(NCCO)c(N2CCCCCC2)c2nonc12 | 4.8% | · | 2.2% | 1.3% | i | 0.6 | · | · | · | · | ·
28 | Fc1ccccc1Nc1nc2ccccc2o1 | -0.5% | · | -3.5% | -0.7% | i | 0.7 | · | · | · | · | ·
